FUS yeast rescue = suppressors of FUS proteinopathy in yeast; 390,000 compounds, 0.24% hits; Potency, µM (doses to about 76.6 µM), for inactives: top-dose growth rescue (activation), usual class: activators; S. cerevisiae FUS-expressing, growth rescue, OD600, 24 h;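 further: potency means the concentration at half of the fitted maximal effect; plate controls were DMSO vehicle for no effect and reference control for full effect; nearly all actives have a fitted effect of over 55% in size; some results filed as inactive show a strong effect at the top dose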
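Yeast expressing FUS under galactose induction, OD 0.005 in 2% galactose medium; compounds in a dilution series, 24 h at 30C. Growth rescue by absorbance at 600 nm; CP55940 positive control, DMSO negative.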
EPAC1 agonist = agonists of human EPAC1; 360,000 compounds, 0.073% hits; O95398; Potency, µM (titrated, usually from 154 µM), inactives show at the highest dose activation, usual class: activators; AID 720707; EPAC1 agonist qHTS, biochemical assay; response scale: 100% = response to 6.5 mM cAMP; further: potency means the concentration at half of the fitted maximal effect; nearly all actives have a fitted effect of over 60% in size
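Read-out is the fluorescence drop as BODIPY-GDP leaves Rap1B (480 nm excitation, 540 nm emission), recorded every 5 minutes over 30 minutes. Reactions held 100 nM EPAC1, 250 nM Rap1B–BODIPY-GDP and 50 uM GDP, with 6.5 mM cAMP setting full activation.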
Abeta yeast res = A-beta toxicity reversal in yeast | AID 1347071 | 410,000 compounds, 0.063% hits | yeast expressing A-beta42, growth rescue, OD600, 48 h; response scale: 0% DMSO, 100% iron-clioquinol control | Potency, µM (doses to about 46.1 µM), for inactives: at the highest dose growth rescue, hits mostly activators; further: potency means the concentration at half of the fitted maximal effect; nearly all actives have a fitted effect of over 55% in size
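Yeast A-beta toxicity model in growth medium with pinned compounds, 48 h at 30 C; growth read as absorbance at 600 nm. Normalized to FeCl3/clioquinol equimolar mix (positive) and DMSO (negative).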
PLK1 PBD block = blocks phosphopeptide binding to human PLK1 polo-box domain. P53350. Plk1 PBD binding of FITC phosphopeptide, fluorescence polarization. Potency, µM, inactives show max response, negative = inhibition, most hits filed as inhibitors. 360,000 compounds, 2.8% hits; further: potency means the concentration at half of the fitted maximal effect; series mostly up to about 57 µM; on the % scale 0 is the no-effect control and ±100 the full control effect; nearly all actives have a fitted effect of over 65% in size
IL2 activator = IL-2 activation | 360,000 compounds, 0.065% hits | IL-2 activation reporter assay, cell-based qHTS; stimulated with anti-CD3/CD4/CD28 beads; in transgenic mouse T cells | activation, % (series mostly up to about 46 µM) | AID 652025; in the data active means activation above about 50%; inconclusive means mostly about 30% to 49%; further: 0% is about no effect
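Screening format: compound pinned onto unstimulated transgenic mouse T cells, 60 min incubation, then anti-CD3/anti-CD4/anti-CD28 bead stimulation for 18 hours at 37 degrees C, followed by EGFP and DsRed detection.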
PI5P4K alpha inh = blocks human PI5P4K alpha kinase activity. P48426. PI5P4Kalpha enzyme, ADP-Glo luminescence, 60 min; stronger effect = lower value. max response, %. 330,000 compounds, 1.2% hits. AID 652105; active means max response of -50% or lower; inconclusive means between -30% and -50%; inactive means -30% or higher; further: value at the top dose of about 77 µM; on the % scale 0 is the no-effect control and ±100 the full control effect
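Controls without substrate or without enzyme flank wells where PI5P4Kalpha converts substrate using 5 microM ATP (final). Incubation lasts 60 minutes at room temperature; ADP formed is read by ADP-Glo luminescence.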
EPAC1 antag = blocks human EPAC1 exchange factor; O95398; EPAC1 GEF assay, Rap1b-BODIPY-GDP exchange fluorescence; Potency, µM (titrated, usually from 115 µM), without a hit: at the top dose activity change, negative = inhibition, hits mostly inhibitors; 360,000 compounds, 0.14% hits; AID 720709;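 further: potency means the concentration at half of the fitted maximal effect; plate controls were vehicle for no effect and positive control for full effect; nearly all actives have a fitted effect of over 50% in size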
WRN inhibitor = WRN helicase (human) inhibition; Q14191; WRN helicase unwinding, fluorescent forked duplex, kinetic; Potency, µM (top dose mostly 114 µM), without a hit: top-dose activity change, negative = inhibition, usual class: inhibitors; 360,000 compounds, 0.46% hits; AID 651768; further: potency means the concentration at half of the fitted maximal effect; on the % scale 0 is the no-effect control and ±100 the full control effect; nearly all actives have a fitted effect of over 55% in size
Target sequence (Q14191 whole entry, looked up): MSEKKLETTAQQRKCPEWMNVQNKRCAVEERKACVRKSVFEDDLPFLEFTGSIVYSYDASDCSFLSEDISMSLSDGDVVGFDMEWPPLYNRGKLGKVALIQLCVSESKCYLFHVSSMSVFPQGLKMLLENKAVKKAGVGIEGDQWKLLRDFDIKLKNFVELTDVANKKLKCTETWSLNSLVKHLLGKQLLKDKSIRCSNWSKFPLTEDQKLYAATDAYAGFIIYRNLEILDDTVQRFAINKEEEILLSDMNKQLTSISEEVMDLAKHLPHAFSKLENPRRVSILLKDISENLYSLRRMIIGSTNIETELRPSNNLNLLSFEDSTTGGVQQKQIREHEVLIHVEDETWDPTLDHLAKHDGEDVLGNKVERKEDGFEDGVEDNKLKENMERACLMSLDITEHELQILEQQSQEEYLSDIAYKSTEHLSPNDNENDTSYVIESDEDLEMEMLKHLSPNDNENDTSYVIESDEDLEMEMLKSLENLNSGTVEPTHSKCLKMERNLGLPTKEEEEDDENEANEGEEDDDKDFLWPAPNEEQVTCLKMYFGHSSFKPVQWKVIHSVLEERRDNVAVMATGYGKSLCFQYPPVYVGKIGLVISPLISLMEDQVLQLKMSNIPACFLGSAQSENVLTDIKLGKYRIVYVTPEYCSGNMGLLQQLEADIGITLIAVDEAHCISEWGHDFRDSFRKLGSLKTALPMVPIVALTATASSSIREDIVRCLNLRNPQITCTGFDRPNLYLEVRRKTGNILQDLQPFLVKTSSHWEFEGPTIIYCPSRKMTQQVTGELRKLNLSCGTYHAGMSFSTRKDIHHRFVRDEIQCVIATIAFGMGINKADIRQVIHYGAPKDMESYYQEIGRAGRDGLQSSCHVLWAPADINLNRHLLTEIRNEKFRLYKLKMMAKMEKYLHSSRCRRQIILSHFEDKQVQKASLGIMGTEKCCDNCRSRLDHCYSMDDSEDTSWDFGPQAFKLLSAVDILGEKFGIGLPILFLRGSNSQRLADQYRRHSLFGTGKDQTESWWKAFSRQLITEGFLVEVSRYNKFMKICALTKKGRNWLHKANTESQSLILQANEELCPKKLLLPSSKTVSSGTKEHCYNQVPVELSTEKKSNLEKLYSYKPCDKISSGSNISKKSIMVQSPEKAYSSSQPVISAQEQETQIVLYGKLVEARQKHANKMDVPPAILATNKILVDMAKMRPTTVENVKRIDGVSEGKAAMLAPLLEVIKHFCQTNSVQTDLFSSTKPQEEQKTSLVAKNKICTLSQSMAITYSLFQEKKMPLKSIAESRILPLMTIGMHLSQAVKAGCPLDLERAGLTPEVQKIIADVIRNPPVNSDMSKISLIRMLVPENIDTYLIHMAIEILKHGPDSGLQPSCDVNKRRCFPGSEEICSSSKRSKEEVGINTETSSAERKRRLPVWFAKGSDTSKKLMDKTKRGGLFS
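Kinetic red-fluorescence monitoring (525/598 nm) tracks WRN helicase activity after 100 nM fluorophore-quencher forked duplex and 2 mM ATP are added to 20 nM enzyme pretreated 15 min at room temperature with compound.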
* hit, by the source's call; ? = inconclusive; . = not tested or not shown; [ ] = dose if it differs, or a comment. Unless noted, the call rests on the fitted dose curve; in most records, active means well fitted curve in the direction sought with a large enough effect; inconclusive means small, poorly fitted or top-dose-only effect, or another doubt; inactive means no such curve, though single readings can be large; an effect the other way counts as inactive or inconclusive.

Sample of the layout, 2 compounds:
Structure,FUS yeast rescue,EPAC1 agonist,Abeta yeast res,PLK1 PBD block,IL2 activator,PI5P4K alpha inh,EPAC1 antag,WRN inhibitor
COc1cccc(CN(c2ccccc2C(=O)O)S(=O)(=O)c2ccc(C)cc2)c1,.,-4%,-9%,1%,-0.7,-1,7%,5%
O=C(OCC1CCC=CO1)C1CCC=CO1 (centres undefined),9%,2%,19%,-3%,-0.3,4,-6%,-21%

The list itself, from the first entry:
Structure,FUS yeast rescue,EPAC1 agonist,Abeta yeast res,PLK1 PBD block,IL2 activator,PI5P4K alpha inh,EPAC1 antag,WRN inhibitor
COc1cccc(CN(c2ccccc2C(=O)O)S(=O)(=O)c2ccc(C)cc2)c1,.,-4%,-9%,1%,-0.7,-1,7%,5%
O=C(OCC1CCC=CO1)C1CCC=CO1 (centres undefined),9%,2%,19%,-3%,-0.3,4,-6%,-21%
C=CCC1(NCc2ccco2)CCN(CC)CC1,-10%,3%,-9%,-18%,-1.9,6,-4%,-14%
Cc1noc(C)c1CN1C(=O)c2cccc([N+](=O)[O-])c2C1=O,20%,0%,-3%,-12%,-1.6,-12,11%,?
CCO[C@H]1OC(C(=O)NCc2ccccc2)=C[C@@H](C2CC2)[C@@H]1CCCO,8%,-8%,-5%,-5%,1.0,2,-7%,6%
O=C(OCc1cc2ccccc2[nH]c1=O)C1CCCO1 (centres undefined),6%,0%,-3%,-6%,-2.3,-3,-5%,-10%
Oc1c(C=NCc2ccccc2)sc2ccccc12,18%,2%,-4%,-13%,-0.5,11,-11%,-1%
O=S1(=O)CC2SC(=S)N(Cc3ccccc3)C2C1 (centres undefined),-8%,0%,8%,-6%,1.6,2,-23%,-4%
COC(=O)c1ccc(CSc2nnc3ccccn23)o1,-24%,-1%,-7%,-4%,-1.5,.,13%,6%
CCCC[C@@H]1Cc2[nH][nH]c(=O)c2[C@H](c2ccc(C(C)C)cc2)O1,?,-14%,0%,9.5µM*,1.0,-29,1%,-2%
COC(=O)c1[nH]c2cc(OC)ccc2c1NC(=O)c1nonc1C,-18%,1%,1%,-6%,1.0,1,0%,4%
CCOc1ccc(N2CC(NC(=O)c3cccc4ccccc34)CC2=O)cc1 (centres undefined),-4%,2%,1%,6%,0.9,2,-9%,1%
CC(C)C[C@H](NC(=O)C1CCC(CNC(=O)[C@@H]2CCCN2C(=O)OC(C)(C)C)CC1)C(=O)O (some centres undefined),0%,6%,-8%,-10%,1.1,7,5%,10%
c1cnc(NC2C3CC4CC(C3)CC2C4)nc1 (centres undefined),0%,13%,20%,1%,0.5,.,-6%,-8%
O=C(Nc1nnc(C2CC2)s1)c1cccc(S(=O)(=O)N2CCc3ccccc32)c1,13%,3%,-17%,-7%,-3.3,-5,8%,3%
CCOc1ccc(S(=O)(=O)N2CCN(C(=O)Cc3n[nH]c(=O)c4ccccc34)CC2)cc1,22%,-15%,-10%,-7%,1.3,4,-9%,-22%
COc1cccc(N=Cc2c(O)n(-c3cccc(C)n3)c(=O)c3ccccc23)c1,?,10%,-9%,-5%,-0.7,.,-12%,7%
COc1ccc(-c2cc3nc(NCc4ccc(C)cc4C)n(C)c(=O)c3s2)cc1OC,19%,-12%,-4%,7%,5.5,12,-19%,-6%[57.1 µM]
Cc1cc(C)cc(NC(=O)CN2CCCN(S(=O)(=O)c3ccc(Br)s3)CC2)c1,34%,12%,-18%,-2%,-1.9,.,-4%,-5%
COc1ccc(C(=O)NCCCN2CCOCC2)cc1OC,5%,7%,9%,-4%,-0.6,0,-1%,-5%
COc1ccc(Cn2cc([N+](=O)[O-])nc2C)cc1[N+](=O)[O-],9%,-3%,-9%,2%,-2.7,4,-3%,-2%
Cc1cc2nc(N)sc2cc1[N+](=O)[O-],12%,4%,-28%,?,-0.8,.,21%,-15%
CS(=O)(=O)N1CCN(C(=O)COc2ccccc2)CC1,-7%,8%,-7%,-10%,3.5,3,5%,-1%
Cc1cccc(C)c1N1CCN(c2cc(Cl)nc(N)n2)CC1,32%,-6%,-6%,5%,-5.7,15,9%,3%
CN(C)S(=O)(=O)Oc1ccsc1C(=O)Nc1ccc(Br)cc1,3%,9%,?,-2%,-4.4,29,?,-18%[57.1 µM]
COc1cc(SC)ccc1C(=O)N1CCN(Cc2ccc3c(c2)OCO3)CC1,-11%,8%,-13%,0%,-0.4,-2,1%,2%
O=C1c2ccncc2C(=O)N1CO,10%,-3%,3%,-1%,10,3,7%,5%
COC(=O)CCCC(=O)N1CCC(CO)(CCc2ccccc2)CC1,2%,0%,-1%,-8%,0.0,1,-11%,1%
NS(=O)(=O)c1ccc(NC(=O)COC(=O)c2ccco2)cc1,-28%,10%,12%,-3%,-0.2,1,14%,-3%
COc1cccc(CNC(=O)COC(=O)c2cccc(S(=O)(=O)N3CCN(C(C)=O)CC3)c2)c1,.,-12%,12%,4%,-2.9,-7,-13%,-9%
COC(=O)c1ccc(CNC(=O)c2cc(S(=O)(=O)NCc3ccccc3)ccc2C)cc1,11%,19%,-5%,-15%,-1.1,-21,-12%,5%
c1coc(Cn2c(SCc3nc4ccccc4[nH]3)nnc2-c2cccs2)c1,39%,-5%,14%,-13%,-0.1,.,11%,-2%
COc1cccc(CN2CCN(C(=S)NCc3ccc(Cl)cc3)CC2)c1,-28%,7%,23%,-1%,-0.1,10,-14%,-10%
CSc1nccc(-c2sc(SC)c(C#N)c2-c2ccccc2)n1,8%,1%,-6%,-5%,0.1,2,-5%,-6%
Cc1ccc2c(c1)NC(c1cccs1)C1=C(CC(C)(C)CC1=O)N2 (centres undefined),1%,1%,0%,-11%,-0.9,-8,-1%,3%
Cc1ccc(C(=O)N(C)CC(=O)Nc2cccc(F)c2)cc1S(=O)(=O)N1CCCCC1,11%,1%,15%,0%,0.5,-5,4%,-11%
CCOc1ccc(NC(=O)CN(C)C(=O)c2ccc(OCC(=O)N3CCOCC3)c(OC)c2)cc1OCC,.,11%,-1%,3%,1.1,2,-12%,4%
O=C(/C=C/c1ccccc1)NCCN1CCOCC1,.,6%,5%,-8%,-5.0,0,-13%,-25%
CCn1c(SCc2ccc(C(=O)OC)o2)nnc1-c1c[nH]c2ccccc12,8%,-5%,12%,-5%,0.6,-6,1%,-11%
O=C(O)COc1ccccc1/C=C1\SC(=S)N(/N=C/c2ccccc2O)C1=O,.,-9%,-5%,21µM*,-4.7,-5,6%,?
CSc1nsc(SCC(=O)N2CCCCC2)n1,-1%,-5%,-11%,-5%,-1.4,3,7%,8%
O=C(CN1C(=O)S/C(=C\c2ccc(Cl)cc2)C1=O)NC1C=CS(=O)(=O)C1 (centres undefined),5%,-16%,6%,19µM*,-3.5,-18,-24%,7%
CC1=C(C(=O)Nc2ccc(C(=O)NC(C)c3ccccc3)cc2)SCCO1 (centres undefined),-3%,-7%,-12%,2%,-2.8,0,13%,2%
COc1ccccc1NC(=O)CCc1nnc2ccc(N3CCCCC3)nn12,-1%,-1%,-3%,4%,0.0,-3,0%,2%
C/C(=C\C#N)n1nc(C)cc1N,?,8%,-23%,-15%,-3.2,.,-7%,-2%
CC(=O)Nc1ccc(NC(=O)CSc2nc3[nH]ncc3c(=O)n2-c2ccccc2)cc1,-14%,4%,-17%,-2%,0.7,6,-11%,-12%
O=C(CSc1nc2ccccc2[nH]1)NCc1ccc(F)cc1,11%,-6%,13%,-8%,4.5,3,21%,4%[57.1 µM]
COc1ccc(/C=C2\SC(=O)N(CC(=O)NCCCn3ccnc3)C2=O)cc1,-1%,5%,1%,-10%,-1.3,-1,-1%,7%
CCOC(=O)c1ccccc1NC(=O)CCNC(=O)Cn1cnc2ccccc2c1=O,11%,-9%,-24%,-5%,-3.3,-6,12%,9%[57.1 µM]
O=C(NCc1ccccc1)C1CCN(C(=O)NCc2ccccc2)CC1,16%,12%,11%,-7%,-2.2,-1,11%,3%
O=C(NCCN1CCOCC1)C1CC(=O)N(c2cccc(C(F)(F)F)c2)C1 (centres undefined),-15%,6%,-10%,1%,0.1,-6,-13%,10%
Cc1cccc(NC(=S)Nc2c(C)n(C)n(-c3ccccc3)c2=O)c1C,.,0%,2%,-4%,0.1,6,2%,4%
O=C(O)c1cc(-c2ccc(/C=C3\NC(=O)N(c4ccc(Cl)cc4)C3=O)o2)ccc1Cl,-4%,-4%,-1%,12µM*,-1.6,?,-5%,35µM*
O=c1[nH]c2cc(Cl)c([N+](=O)[O-])nc2[nH]1,13%,2%,-10%,-15%,0.4,-16,13%,-19%
Cc1cccc(-c2cnn(-c3cccc([N+](=O)[O-])c3)c2N)c1,-5%,-11%,-38%[inhibitor],-5%,-4.8,-1,-18%,8%
CC(C)NS(=O)(=O)c1ccc(NC(=O)C(C)OC(=O)CCCOc2ccccc2)cc1 (centres undefined),24%,14%,12%,0%,0.3,3,-15%,-18%
Cc1ccc(CN2CC(C(=O)Nc3ccc(C)cn3)CC2=O)cc1 (centres undefined),3%,2%,0%,6%,-0.7,5,-14%,-14%
CCOC(=O)N1CCN(CC(=O)Nc2c(C(=O)OC)[nH]c3cc(C)ccc23)CC1,21%,1%,29%,-1%,-1.0,0,2%,-3%
CC(=O)N1c2ccc(S(=O)(=O)N3CCC(C(=O)NCc4ccc(Cl)cc4)CC3)cc2CC1C (centres undefined),?,0%,6%,7.5µM*,-0.6,-28,-13%,-4%
CCCNC(=O)C1(C)CCN(Cc2ccc(-c3ccccc3)o2)C1 (centres undefined),-7%,5%,-34%,-23%,0.4,-12,16%,-1%

Continued:
Structure,FUS yeast rescue,EPAC1 agonist,Abeta yeast res,PLK1 PBD block,IL2 activator,PI5P4K alpha inh,EPAC1 antag,WRN inhibitor
CC1CC(=O)N(CC(=O)NCc2ccc(F)cc2)c2ccccc2S1(=O)=O (centres undefined),18%,3%,14%,-8%,-1.2,0,8%,5%
O=C(CS(=O)(=O)Cc1ccccc1)Nc1ccccn1,6%,8%,-7%,-8%,-0.1,1,0%,-2%[57.1 µM]
O=C(NCc1ccc2c(c1)OCO2)Nc1ccc2ccccc2c1,-1%,3%,13%,0%,0.3,8,11%,-17%
CCCCCC(=O)N/N=C(\C)c1ccc(Cl)cc1,6%,-11%,2%,-4%,-1.0,.,-15%,1%

Screening data as filed in PubChem.
